Compound activity: PubChem, Sanford-Burnham Center for Chemical Genomics
ATG4B inhibitor: blocks human ATG4B protease cleavage of LC3 substrate. Q9Y4P1. ATG4B cleavage of LC3-PLA2, NBD-HPC fluorescence, 1 h. inhibition, % at 8.33 µM. 0.51% of 340,000 active. AID 504462; in the data active = inhibition above about 40%
Target sequence (Q9Y4P1 whole entry, looked up): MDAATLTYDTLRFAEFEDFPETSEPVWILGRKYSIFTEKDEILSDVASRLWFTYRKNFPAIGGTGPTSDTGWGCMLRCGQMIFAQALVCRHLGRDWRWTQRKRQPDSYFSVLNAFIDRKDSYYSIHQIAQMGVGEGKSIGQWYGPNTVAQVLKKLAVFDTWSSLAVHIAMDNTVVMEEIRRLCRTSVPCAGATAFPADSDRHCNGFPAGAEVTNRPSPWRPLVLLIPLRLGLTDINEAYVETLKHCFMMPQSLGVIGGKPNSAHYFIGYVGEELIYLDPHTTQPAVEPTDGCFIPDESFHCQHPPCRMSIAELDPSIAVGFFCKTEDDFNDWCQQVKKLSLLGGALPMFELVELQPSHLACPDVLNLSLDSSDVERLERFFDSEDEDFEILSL
MPTP block: blocks calcium-induced mitochondrial swelling | isolated mouse mitochondria, Ca2+ swelling absorbance, 30 min | inhibition, % at 10 µM | 1.4% of 360,000 active;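 active = inhibition of 50% or more, scaled per plate between neutral and stimulator controls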;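 note: 0% = DMSO wells given calcium and 100% = 1 mM EGTA wells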
SENP6 inh: SENP6 protease inhibition; Recombinant SENP6 catalytic domain, aminoluciferin luminescence; inhibition, % at 10 µM; 1.8% of 330,000 active; AID 2599;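 active = inhibition above about 50% at the single tested dose, limit read from the data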;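 note: plate controls were DMSO wells with enzyme for no effect and DMSO wells lacking enzyme for full effect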
SENP8 inh: blocks human SENP8 cleavage of Nedd8 substrate. inhibition, % at 20 µM. 0.64% of 360,000 active. recombinant SENP8, Nedd8 substrate fluorescence. AID 602440; in the data active = inhibition mostly above about 40%, no sharp cut-off; inactive = mostly below about 27%
Target sequence (Q96LD8 whole entry, looked up): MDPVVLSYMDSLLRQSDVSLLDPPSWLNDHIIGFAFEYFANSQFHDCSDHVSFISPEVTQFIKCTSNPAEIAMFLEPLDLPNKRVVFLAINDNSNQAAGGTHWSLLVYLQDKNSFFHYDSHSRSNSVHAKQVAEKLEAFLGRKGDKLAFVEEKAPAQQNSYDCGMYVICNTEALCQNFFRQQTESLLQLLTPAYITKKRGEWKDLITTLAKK
SENP7 inh: SENP7 protease inhibition; 1.5% of 330,000 active; recombinant SENP7, Z-RLRGG-aminoluciferin luminescence, 40 min; inhibition, % at 5 µM; AID 434973;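 active = inhibition above about 50% at the single test dose, limit read from the data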;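 note: plate controls were DMSO with enzyme for no effect and no enzyme buffer wells for full effect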
Target sequence (Q9BQF6 706-1050 limits assumed): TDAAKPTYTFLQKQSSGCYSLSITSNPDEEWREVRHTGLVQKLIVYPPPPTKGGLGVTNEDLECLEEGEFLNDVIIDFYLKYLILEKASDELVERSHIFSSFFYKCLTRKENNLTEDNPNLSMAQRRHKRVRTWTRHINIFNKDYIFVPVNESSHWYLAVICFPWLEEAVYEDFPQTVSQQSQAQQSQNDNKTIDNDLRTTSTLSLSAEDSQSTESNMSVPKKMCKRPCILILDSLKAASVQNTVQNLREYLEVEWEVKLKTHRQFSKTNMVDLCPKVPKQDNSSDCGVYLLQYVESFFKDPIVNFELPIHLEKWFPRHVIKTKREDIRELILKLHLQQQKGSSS
HKDC1 inhibitor: HKDC1 (human) hexokinase inhibition; Q2TB90; recombinant HKDC1, G6PDH/diaphorase resazurin coupled fluorescence; inhibition, % at 20 µM; 0.16% of 340,000 active;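 active = inhibition above about 35% when tested at 20 µM, limit read from the data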;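 note: plate controls were DMSO wells with enzyme for no effect and DMSO wells lacking enzyme for full effect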
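Test system: Recombinant HKDC1 (HK5) hexokinase enzyme, produced in-house | Input: HKDC1 at 5 µg/mL | Buffer or medium: Tris pH 8.0 buffer with MgCl2, Tween-20, BSA, BME | Schedule: 90 min reaction incubation at room temperature, dark | Technique: Resazurin-to-resorufin fluorescence via G6PDH and diaphorase coupling, 525/613 nm | Controls: DMSO wells with and without enzyme mix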
PfG6PD inh: PfG6PD (Plasmodium falciparum) enzyme inhibition; PfGluPho enzyme, NADPH resazurin-diaphorase fluorescence; inhibition, % at 20 µM; 0.78% of 350,000 active; AID 504690;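 active = inhibition reaching at least a set limit at 20 µM in the primary screen, cut at about 59% in these data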;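 note: 0% = DMSO wells with substrate and 100% = DMSO wells lacking glucose-6-phosphate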
NR3A LBD binder: NR3A (human) ligand-binding domain modulation. Tm shift relative to glycine control, % at 25 µM. AID 1259313. NR3A LBD differential scanning fluorimetry, Tm shift; 0% = protein alone, 100% = glycine-bound protein. 2.5% of 340,000 active;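 active = melting temperature shift of at least 10% of the positive control shift, at one fixed dose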
* hit, by the source's call; · = not tested or not shown.

The opening five entries, to show the layout:
1: COc1ccc(N2CCN(C(=O)COC(=O)[C@@H](NC(=O)c3c(F)cccc3F)C(C)C)CC2)cc1
2: CCN(CC(=O)Nc1ccc(NC(C)=O)cc1)C(=O)CCCc1nc2ccccc2s1
3: COc1cccc(C(=O)Oc2ccc(/C=N/Nc3ccc(C(=O)O)cc3)cc2OC)c1
4: Cc1ccc(C)c(OCCC(=O)OCC(=O)c2ccc3c(c2)NC(=O)CO3)c1
5: O=C(O)c1ccc2nc(-c3ccccc3)sc2c1

Compound,1,2,3,4,5
ATG4B inhibitor,-1,0,22,-3,7
MPTP block,-0.9,-0.8,-1.0,-0.6,-0.5
SENP6 inh,·,7,52*,2,98*
SENP8 inh,0,19,-121,-4,-8
SENP7 inh,·,-3,4,-1,100*
HKDC1 inhibitor,-2,0,-2,-6,-8
PfG6PD inh,2,-10,-12,3,-31
NR3A LBD binder,0,0,-4,1,1

Results, previewed entries included:
1: COc1ccc(N2CCN(C(=O)COC(=O)[C@@H](NC(=O)c3c(F)cccc3F)C(C)C)CC2)cc1
2: CCN(CC(=O)Nc1ccc(NC(C)=O)cc1)C(=O)CCCc1nc2ccccc2s1
3: COc1cccc(C(=O)Oc2ccc(/C=N/Nc3ccc(C(=O)O)cc3)cc2OC)c1
4: Cc1ccc(C)c(OCCC(=O)OCC(=O)c2ccc3c(c2)NC(=O)CO3)c1
5: O=C(O)c1ccc2nc(-c3ccccc3)sc2c1
6: Cc1ccc(C(=O)NNC(=O)C(C)Sc2nc(N)cc(N)n2)cc1 (stereo unspecified)

Compound,1,2,3,4,5,6
ATG4B inhibitor,-1,0,22,-3,7,2
MPTP block,-0.9,-0.8,-1.0,-0.6,-0.5,3.3
SENP6 inh,·,7,52*,2,98*,0
SENP8 inh,0,19,-121,-4,-8,14
SENP7 inh,·,-3,4,-1,100*,1
HKDC1 inhibitor,-2,0,-2,-6,-8,-10
PfG6PD inh,2,-10,-12,3,-31,-2
NR3A LBD binder,0,0,-4,1,1,1

7: CCCc1nc(SCC(=O)c2ccc(F)cc2)c2ccccc2n1
8: O=S(=O)(c1ccccc1)N1C2CCC1CC(O)(c1cccnc1)C2 (stereo unspecified)
9: Cc1c(N=C2N=C(NC(=O)NC(C)(C)C)c3ccccc32)c(=O)n(-c2ccccc2)n1C
10: Cc1ccc(CCN2CC(C(=O)NC3CCCCC3)CC2=O)cc1 (stereo unspecified)
11: Cc1ccc(S(=O)(=O)N2CCN(C(=O)COC(=O)C3CCC3)CC2)c(C)c1
12: N/C(CS(=O)(=O)c1ccccn1)=N\OC(=O)c1ccccc1Cl

Compound,7,8,9,10,11,12
ATG4B inhibitor,5,-11,-5,-8,-15,-3
MPTP block,-3.2,-1.3,-0.7,0.5,-2.5,-0.6
SENP6 inh,7,-9,-11,9,-3,-11
SENP8 inh,-8,17,9,-13,-18,17
SENP7 inh,1,-3,-1,8,2,-4
HKDC1 inhibitor,-2,0,6,-2,-6,-4
PfG6PD inh,39,-6,-1,11,0,3
NR3A LBD binder,-6,1,-2,0,1,1

13: Cc1nc2ccccn2c1C(=O)NNC(=S)Nc1ccccc1
14: Cc1ccc(C(=O)Nc2cc(-c3ccn[nH]3)c(C)n(N)c2=O)cc1
15: O=C(Nc1cccc2cccnc12)c1ccc(Br)cc1Br
16: O=C(CSc1nc2nn(-c3ccccc3)c(=O)c-2c2n1CCCCC2)Nc1cccc(F)c1
17: CCN(CC)C(=O)C1CCC(C)(C(=O)O)C1(C)C (stereo unspecified)
18: Oc1ccc(Nc2nc(-c3ccccc3)nc3ccccc23)cc1

Compound,13,14,15,16,17,18
ATG4B inhibitor,2,7,5,-9,-5,-17
MPTP block,1.7,-2.2,3.8,0.6,-0.5,0.9
SENP6 inh,-4,-7,-11,-11,-8,-21
SENP8 inh,-115,-45,19,30,15,-16
SENP7 inh,12,2,-10,14,-10,-14
HKDC1 inhibitor,-3,13,2,4,-7,0
PfG6PD inh,-7,-17,7,6,1,8
NR3A LBD binder,2,-1,0,-2,-3,42*

19: CCCN(C(=O)CCNC(=O)c1ccc(Cl)cc1)c1c(N)n(Cc2ccccc2)c(=O)[nH]c1=O
20: COc1ccccc1NC(=O)COc1cccc(-n2cnnn2)c1
21: Cc1ccc(C)c(S(=O)(=O)N2CCN(C(=O)CNC(=O)c3sc4ccccc4c3Cl)CC2)c1
22: COc1ccc(-c2noc(CCC(=O)NCCc3ccccc3)n2)cc1
23: CC(NC(=O)c1ccco1)C1COc2ccccc2O1 (stereo unspecified)
24: Cc1onc(-c2ccccc2)c1C(=O)Nc1ccccc1N1CCOCC1

Compound,19,20,21,22,23,24
ATG4B inhibitor,1,-5,-11,-5,-9,-9
MPTP block,0.4,-2.7,0.0,-1.0,-0.4,2.7
SENP6 inh,-18,0,·,-16,-3,10
SENP8 inh,5,1,-10,11,13,13
SENP7 inh,7,3,·,2,-5,-1
HKDC1 inhibitor,2,-4,-2,-5,-4,-4
PfG6PD inh,-15,-17,3,1,6,-10
NR3A LBD binder,1,1,-1,0,1,0

25: COc1ccc2[nH]c(=O)c(NC(N)=S)nc2c1
26: CCOC(=O)C1(CCOc2ccccc2)CCN(Cc2cccc(-n3cccn3)c2)CC1
27: COc1cccc(OCCn2c(C)c(/C=N/n3cnnc3)c3ccccc32)c1
28: Oc1cccc(NC(=S)N=Nc2c(O)[nH]c3ccccc23)c1
29: CCCCSc1c(C)c2cc3c(cc2[nH]c1=O)OCO3
30: C[C@H](CO)N1C[C@H](C)[C@@H](CN(C)S(=O)(=O)c2cn(C)cn2)Oc2ccc(NC(=O)Cc3ccccc3)cc2C1=O

Compound,25,26,27,28,29,30
ATG4B inhibitor,-2,-4,-16,8,1,-9
MPTP block,-1.3,12,-3.4,3.6,0.6,0.6
SENP6 inh,6,-5,-1,-1,-7,2
SENP8 inh,15,9,2,4,-263,4
SENP7 inh,3,2,6,-2,-1,6
HKDC1 inhibitor,-13,-4,1,-4,-3,-2
PfG6PD inh,23,9,9,-9,11,8
NR3A LBD binder,0,1,4,-7,1,1

31: CNC(=S)NNS(=O)(=O)c1ccc(OC)cc1OC
32: Cc1cc(OCCn2ccnc2)cc(C(C)C)c1
33: CCCn1c(=O)c(C(=O)NNC(=O)c2ccccc2Cl)c(O)c2ccccc21
34: COC(=O)c1ccc(COC(=O)[C@@H]2CC(O)CN2S(=O)(=O)c2ccccc2[N+](=O)[O-])cc1 (stereo partly specified)
35: CC(C)NC(=O)C(=O)NCCCOC(C)C
36: Cc1csc2ncc(C(=O)Nc3ccccc3Cl)c(=O)n12

Compound,31,32,33,34,35,36
ATG4B inhibitor,2,4,0,-9,-6,-12
MPTP block,-1.8,-0.8,17,4.0,2.2,-2.1
SENP6 inh,-27,-24,-21,-23,-17,-16
SENP8 inh,-14,14,-3,31,25,-321
SENP7 inh,-41,-3,3,-7,-1,12
HKDC1 inhibitor,2,-16,-5,-3,-4,-1
PfG6PD inh,-16,9,-32,0,7,11
NR3A LBD binder,1,0,-5,4,19*,1

Individual results from above.
Under MPTP block, `COC(=O)c1ccc(COC(=O)[C@@H]2CC(O)CN2S(=O)(=O)c2ccccc2[N+](=O)[O-])cc1` (stereo partly specified) has 4.0
Under SENP7 inh, `CC(C)NC(=O)C(=O)NCCCOC(C)C` has -1
Under SENP8 inh, `Cc1csc2ncc(C(=O)Nc3ccccc3Cl)c(=O)n12` has -321

Next section
37: Cc1ccc(-c2nc(N)sc2CC(=O)OCC(=O)NCCC(C)C)cc1
38: COC(=O)c1c(NC(=O)c2cccnc2)sc(C(=O)N(C)C)c1C
39: C/C(=C\C(=O)c1cccnc1)Nc1ccc(C(=O)O)cc1
40: O=C(CN1CCN(Cc2ccccc2)CC1)N=Nc1c(O)[nH]c2ccccc12
41: CCC(C)c1ccccc1NC(=O)CN1CCN(C/C=C/c2ccccc2)CC1 (stereo unspecified)
42: COc1ccc(/C(N)=N/OC(=O)CN(C)S(=O)(=O)c2ccccc2)cc1

Compound,37,38,39,40,41,42
ATG4B inhibitor,8,-4,2,-7,-3,-1
MPTP block,2.6,-0.5,0.3,-0.2,0.2,0.4
SENP6 inh,-5,2,-2,-22,-5,-11
SENP8 inh,-24,-24,22,22,5,6
SENP7 inh,5,0,0,-2,4,-5
HKDC1 inhibitor,4,-9,-4,-6,0,1
PfG6PD inh,-9,17,-11,-8,-7,14
NR3A LBD binder,-4,6,0,-1,-2,2

43: Cn1cnc([N+](=O)[O-])c1Sc1n[nH]c(N)n1
44: COc1ccccc1Nc1nc(NCc2ccco2)nc(N)c1[N+](=O)[O-]
45: O=C(CC1Sc2ccccc2NC1=O)NNc1ccc(Cl)c(Cl)c1 (stereo unspecified)
46: COc1ccc(C(=O)C2CCCN(C(=O)c3cc(C)on3)C2)cc1F (stereo unspecified)
47: COc1cc(C(=O)Nc2ccc(NC(C)=O)cc2)ccc1OCc1ccccc1
48: C#CCOc1ccc(/C=C2/C(=O)N(c3cccc(C(=O)O)c3)N=C2C)cc1OC

Compound,43,44,45,46,47,48
ATG4B inhibitor,-7,2,-9,15,13,2
MPTP block,-0.6,5.9,0.4,-1.4,-0.9,-0.3
SENP6 inh,12,-7,·,5,-2,22
SENP8 inh,13,23,21,9,17,26
SENP7 inh,-8,2,·,2,3,45
HKDC1 inhibitor,-1,-2,-1,-2,-8,8
PfG6PD inh,2,15,11,2,-8,-14
NR3A LBD binder,-4,-2,1,-8,10,4

49: CN1C(=O)[C@H]2[C@@H](/C=C/c3ccccc3)N3C(=O)CN(Cc4ccccc4)C(=O)[C@@]3(C)[C@H]2C1=O
50: CC1(C)CC(=O)C=C(Nc2ccc(O)c(C(=O)O)c2)C1
51: CC(C)c1nnc(NC(=O)CCC(=O)N2CCN(c3ccc(F)cc3)CC2)s1
52: CCCCc1ccc(NC(=O)Nc2cc(C)nn2C)cc1
53: Cc1nc(SCC(=O)N2CCc3ccccc3C2)c2c(C)c(C)sc2n1
54: CCOC(=O)c1ccc(-n2c(-c3ccco3)nc3ccccc3c2=O)cc1

Compound,49,50,51,52,53,54
ATG4B inhibitor,3,2,-8,-7,72*,10
MPTP block,-1.2,0.3,-1.2,0.9,32,4.7
SENP6 inh,-23,14,3,-4,-10,0
SENP8 inh,0,-37,0,12,12,26
SENP7 inh,8,-5,0,-5,-7,-4
HKDC1 inhibitor,-2,0,-2,1,11,-3
PfG6PD inh,8,-10,6,14,-17,-7
NR3A LBD binder,-1,-1,0,-3,0,0

55: CCn1cc(C(=O)NCCCOC)c(=O)c2cc(S(=O)(=O)N3CCC(C)CC3)ccc21
56: O=[N+]([O-])c1ccccc1OCCNCc1ccccc1
57: NC(c1ccccc1)c1cccnc1 (stereo unspecified)
58: CC[C@@H]1C/C=C\Cc2ccccc2[C@@H](C(=O)C[C@H](O)CC(C)=O)OC1=O
59: Nc1ccc2c(c1)nnn2-c1ccccc1
60: Cc1ccc(N2CC(C(=O)NCCc3ccc(S(N)(=O)=O)cc3)CC2=O)cc1 (stereo unspecified)

Compound,55,56,57,58,59,60
ATG4B inhibitor,2,10,-2,15,-5,-18
MPTP block,-0.7,0.3,-0.8,-1.8,3.3,-0.8
SENP6 inh,-9,20,12,17,-7,-37
SENP8 inh,10,3,12,-2,-460,12
SENP7 inh,9,15,5,3,1,-7
HKDC1 inhibitor,-3,-8,-3,-5,7,-5
PfG6PD inh,-9,-5,2,10,0,-3
NR3A LBD binder,-2,-3,3,1,1,-1
